Screens as filed in PubChem.
PAFAH1B3 FP inh = PAFAH1B3 (human) inhibition; Q15102; recombinant PAFAH1B3, FP-rhodamine probe, fluorescence polarization; inhibition, % at 3.39 µM; actives 0.28% (n = 340,000); AID 492972;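 active = inhibition above the screen-wide average of all tested compounds plus 3 SD, cut at about 25% in these data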;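 note: 0% = enzyme with DMSO only and 100% = wells lacking PAFAH1B3 protein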
PREPL inh = human PREPL enzyme inhibition; Q4J6C6; recombinant PREPL, fluorescence polarization activity-based probe; inhibition, % at 5.96 µM; actives 0.68% (n = 320,000); AID 2751; in the data active = inhibition above about 43%;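 note: 0% = enzyme with DMSO and 100% = wells lacking enzyme; many of its hits are not listed in these tables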
PAFAH1B2 FP inh = blocks human PAF acetylhydrolase 1b catalytic subunit 2. inhibition, % at 3.39 µM. actives 1.2% (n = 340,000). recombinant PAFAH1B2, FP-rhodamine activity probe, fluorescence polarization. P68402;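 active = inhibition above the mean of all tested compounds plus 3 SD, cut at about 24% in these data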;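 note: 0% = enzyme with DMSO and 100% = wells lacking PAFAH1B2; many of its hits are not listed in these tables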
Target sequence (P68402 whole entry, looked up): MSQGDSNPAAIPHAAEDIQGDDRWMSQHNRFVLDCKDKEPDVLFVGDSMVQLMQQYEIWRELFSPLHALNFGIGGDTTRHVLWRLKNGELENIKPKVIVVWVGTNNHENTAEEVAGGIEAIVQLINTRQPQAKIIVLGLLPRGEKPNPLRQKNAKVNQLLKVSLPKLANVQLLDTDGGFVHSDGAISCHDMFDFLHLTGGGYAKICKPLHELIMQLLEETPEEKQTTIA
PAFAH2 FP inh = PAFAH2 (human) inhibition; Q99487; recombinant PAFAH2, FP-rhodamine activity probe, fluorescence polarization; inhibition, % at 3.39 µM; actives 0.99% (n = 340,000); AID 492956;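 active = inhibition above the mean over all tested compounds plus 3 SD, cut at about 30% in these data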;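 note: inhibitors block probe labeling of enzyme so polarization drops; 0% = enzyme with DMSO and 100% = wells lacking PAFAH2 protein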
LYPLA1 counter = counter-screen for PME1 inhibitors: inhibitors of human LYPLA1; O75608; recombinant LYPLA1, FP-Rh probe fluorescence polarization; inhibition, % at 5.9 µM; actives 0.16% (n = 320,000);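 active = inhibition above the mean of all tested compounds plus 3 SD, set per campaign, cut at about 14% in these data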;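 note: inhibitors block serine hydrolase probe labeling of LYPLA1 so polarization falls; 0% = enzyme with DMSO and 100% = wells lacking LYPLA1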
Target sequence (O75608 whole entry, looked up): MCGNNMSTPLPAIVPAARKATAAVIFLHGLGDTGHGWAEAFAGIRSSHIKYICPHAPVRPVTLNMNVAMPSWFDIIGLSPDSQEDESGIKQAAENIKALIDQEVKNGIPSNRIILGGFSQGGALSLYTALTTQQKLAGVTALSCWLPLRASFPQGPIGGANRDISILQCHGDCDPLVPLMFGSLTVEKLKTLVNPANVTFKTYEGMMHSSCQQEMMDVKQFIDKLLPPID
PAD4 FP inh = inhibitors of human PAD4; recombinant PAD4, RCA probe fluorescence polarization; inhibition, % at 6.36 µM; AID 485272; Q9UM07; actives 0.41% (n = 330,000);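 active = percent inhibition above a cutoff equal to the mean of all tested compounds plus 3 SD, cut at about 15% in these data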;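 note: 0% = PAD4 with RCA probe and DMSO and 100% = probe without PAD4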
LYPLA2 inh = blocks human lysophospholipase 2, a PME1 counter-screen; O95372; recombinant LYPLA2, FP-Rh probe fluorescence polarization; inhibition, % at 5.9 µM; actives 0.38% (n = 320,000);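 active = inhibition above the screen-wide mean plus 3 SD, limit set per campaign, cut at about 26% in these data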;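 note: 0% = LYPLA2 with DMSO and 100% = wells lacking LYPLA2 enzyme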
Target sequence (O95372 whole entry, looked up): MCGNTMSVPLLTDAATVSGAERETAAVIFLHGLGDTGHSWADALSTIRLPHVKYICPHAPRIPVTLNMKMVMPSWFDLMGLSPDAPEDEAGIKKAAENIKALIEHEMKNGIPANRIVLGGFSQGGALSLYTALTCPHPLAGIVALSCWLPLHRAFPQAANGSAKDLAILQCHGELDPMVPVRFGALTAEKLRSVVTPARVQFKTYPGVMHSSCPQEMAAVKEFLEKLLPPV
GSTO1 inh = blocks human GSTO1 in RBBP9 counter-screen; P78417; recombinant GSTO1, activity-based probe fluorescence polarization; inhibition, % at 5.96 µM; actives 1.1% (n = 300,000);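 active = inhibition above the campaign mean inhibition plus 3 SD, cut at about 35% in these data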;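 note: 0% = GSTO1-1 with DMSO and 100% = wells lacking GSTO1-1 enzyme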
Target sequence (P78417 whole entry, looked up): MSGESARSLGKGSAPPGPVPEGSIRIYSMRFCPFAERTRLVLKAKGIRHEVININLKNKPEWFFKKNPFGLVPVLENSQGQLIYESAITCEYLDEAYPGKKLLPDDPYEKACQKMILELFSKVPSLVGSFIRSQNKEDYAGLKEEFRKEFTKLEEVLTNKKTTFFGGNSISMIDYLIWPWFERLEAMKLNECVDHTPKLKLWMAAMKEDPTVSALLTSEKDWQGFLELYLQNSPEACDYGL
pPAFAH FP inh = inhibitors of human plasma PAF acetylhydrolase (pPAFAH). Q13093. recombinant pPAFAH, FP-rhodamine probe fluorescence polarization. inhibition, % at 3.39 µM. actives 1.5% (n = 330,000). AID 463082;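 active = inhibition above the mean inhibition across the screen plus 3 SD, cut at about 25% in these data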;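 note: inhibitors block binding of the rhodamine activity-based probe so polarization drops; 0% = enzyme with DMSO and 100% = wells lacking pPAFAH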
* marks the source's active call; other numbers are inactive results; . = not tested or not shown. The list is partial, so the mix of outcomes need not match the whole.

structure	PAFAH1B3 FP inh	PREPL inh	PAFAH1B2 FP inh	PAFAH2 FP inh	LYPLA1 counter	PAD4 FP inh	LYPLA2 inh	GSTO1 inh	pPAFAH FP inh
C[C@]12CCC[C@H](O1)[C@H]([C@@H](O)c1ccccc1)O2	0	0	4	10	-3	0	2	.	1
CCN(C(=O)C(C)Sc1ccc(S(=O)(=O)N2CCOCC2)cn1)c1ccccc1 (centres undefined)	0	3	8	-3	1	1	-1	.	2
COc1ccccc1NC(=O)C1CCCN(C(=O)NCc2ccccc2)C1 (centres undefined)	1	-2	4	11	0	-3	-2	1	-4
Cc1ccc(-c2ccc(C(=O)Nc3cccc(F)c3)o2)c2ccccc12	-49	5	-30	-46	-35	-12	-67	-16	-20
CC1CCN(CCCNC(=O)C2CCC(CNS(=O)(=O)c3cccc4nsnc34)CC2)CC1 (centres undefined)	-6	9	2	-1	5	-4	16	1	5
Cc1ccccc1CNCc1cccnc1	7	-7	8	1	1	2	2	0	4
O=C(NC1CCC(O)CC1)c1ccccc1OCc1ccc(F)cc1 (centres undefined)	4	2	2	9	-3	1	-1	1	5
CC(C)(C)C(=O)Nc1c2c(nn1-c1ccccc1)CSC2	3	5	4	1	-4	-1	-17	0	3
Cc1ncoc1C(=O)Nc1ccccc1C(N)=O	7	-2	-1	8	0	1	2	-3	3
CC1CCN(S(=O)(=O)c2ccc(NC(=O)CSc3nnnn3C)cc2)CC1	0	2	42*	-4	0	3	7	-1	2
CC(C)N(C(=O)CN1C(=O)NC2(CCCCCC2)C1=O)C(C)C	-3	-7	6	1	-2	-3	4	6	-1
CSc1ccc(CNC(C)(C)CO)cc1	3	1	-1	11	1	-3	2	1	2
O=C(NC(=S)N1CCN(CCO)CC1)C12CC3CC(CC(C3)C1)C2	2	2	9	0	1	3	3	0	7
CCCCc1nc2cc(C(=O)N3CCCCC3CC(=O)OCC)ccc2o1 (centres undefined)	8	6	7	4	-3	3	-7	3	1
NC(=O)c1ccc(Oc2ccc(Cl)cc2)c([N+](=O)[O-])c1	-1	-6	13	3	-1	1	19	8	10
Cn1nnc2c(C(N)=O)ncn2c1=O	.	4	.	.	0	-2	0	1	3
Cc1ccccc1NC(=O)CCNS(=O)(=O)c1ccc2[nH]c(=O)oc2c1	5	11	1	5	1	-2	6	6	0
CCCn1c(SC(C)C(=O)NCC2CCCO2)nc2cc(Cl)ccc2c1=O (centres undefined)	10	8	0	1	0	-2	1	1	5
Cc1ccc(CCNC(=O)C2CCN(S(=O)(=O)c3ccc4c(c3)oc(=O)n4C)CC2)cc1	7	-2	6	0	2	-11	-1	5	-1
COc1ccc(/C=N/NC(=O)CCc2n[nH]c(=O)[nH]c2=O)cc1O	9	2	0	-1	-2	-4	-4	3	-2
c1ccc2sc(Cc3nnc4n3CCCCC4)nc2c1	-9	-5	-8	-3	0	2	0	9	-3
CN(C)c1ccc(C2N3CC4(C)CN2CC(C)(C3)C4O)cc1 (centres undefined)	6	4	3	-2	0	-2	5	1	2
COCc1nnc(NC(=O)CC(C)C)s1	2	-4	1	-5	2	-1	-5	-2	-10
Cc1ccc(/C=N\NC(=O)Cc2noc3ccccc23)cc1	11	-13	3	0	2	5	-7	9	0
CC(C)(C)C(=O)C(Cc1ccccc1Cl)n1cncn1 (centres undefined)	3	-8	7	4	2	-3	3	-1	2
COc1ccc(C(=O)N2CCN(C3CCC(c4ccccc4)CC3)CC2)cc1OC (centres undefined)	4	-6	10	-1	7	-5	18	-11	3
CCCNC(=O)c1ccccc1C(=O)NCCC	-1	10	2	-11	0	2	-4	8	-8
Cc1cc(NC(=O)/C=C/c2ccc(Cl)cc2)no1	8	6	-2	1	-2	1	7	-3	-3
CCCc1cc(C(=O)Nc2cc(C)ccc2O)no1	-4	-1	5	1	-7	1	-8	9	8
C=CCc1cccc2cc(C(=O)Nc3ccc(S(=O)(=O)Nc4nnc(CC)s4)cc3)c(=O)oc12	-5	-10	4	2	-2	5	0	-40	-3
NS(=O)(=O)c1ccc(CCNC(=O)c2ccc(Br)s2)cc1	1	5	-2	-4	1	-3	0	4	0
CC(C)(C)c1ccc(OCC(O)CN2CCCC2)cc1 (centres undefined)	5	-12	2	-11	1	4	9	5	4
O=C(CC(NC(=O)c1ccccc1)c1ccccc1)Nc1ccc(F)c(F)c1 (centres undefined)	1	-40	1	-2	-9	-3	-14	-14	-2
CC(=O)c1ccc(NC(=O)C(C)NCc2ccccc2Cl)cc1 (centres undefined)	-5	-11	1	-6	-3	-3	-8	4	4
COc1cccc2c(=O)n(CC(=O)N3CCc4ccccc43)ccc12	-2	-4	6	-1	0	-3	-1	1	2
O=C(CSc1ccc(Cl)cc1)Nc1cccc(-c2nc3ccccc3[nH]2)c1	-3	-14	3	-5	-8	-6	-5	8	-6
Cc1nn(C(C)(C)C)c(OC(=O)c2cccs2)c1Sc1ccccc1	0	2	2	4	1	5	6	1	1
Cc1cc(C)n(-c2nc(C(F)(F)F)nc3ccccc23)n1	9	8	1	4	2	1	6	1	6
COc1ccc2c(COC(=O)CCS(=O)(=O)c3ccccc3)cc(=O)oc2c1	3	-6	-2	0	0	-5	4	-17	15
O=C(O)c1cccc(NC(=S)N/N=C/c2c[nH]c3ccccc23)c1	12	9	5	4	0	-4	-2	49*	26*
COc1cc(/C=C2/C(=O)NN(c3ccc(F)cc3)C2=O)cc(Cl)c1O	0	0	7	-2	-1	-2	2	6	4
CCCCOC(=O)Nc1sc2c(c1C(=O)OC)CCC2	0	16	-1	-1	-2	3	0	4	-2
CCCCNC(=O)N(c1c(N)n(Cc2ccccc2)c(=O)[nH]c1=O)C1CCCC1	3	8	-1	0	0	2	0	-6	-8
Cc1cc(O)c(S(=O)(=O)c2ccccc2)c(C)c1NS(=O)(=O)c1ccccc1	5	7	0	7	-6	-11	-9	2	-4
CCCCOc1ccc(C(=O)Nc2ccc(OCC(=O)N3CCOCC3)cc2)cc1	5	13	8	-1	0	2	4	0	6
O=C(CN1C(=O)c2ccccc2C1=O)Nc1ccccc1C(=O)NC1CCCCC1	7	11	-2	2	-1	-4	-2	1	-3
CCOC(=O)C1CCN(C(=O)c2cn(C)c(=O)c3cc(OC)c(OC)cc23)CC1	5	-5	-5	-12	-2	1	1	7	2
Cc1ccc(C(=O)c2ccccc2C(=O)OCC(=O)N2CCCC2)cc1	4	9	1	1	.	-1	.	.	-7
COc1cc(/C=C/C(=O)OCC(=O)NCCC2=CCCCC2)cc(OC)c1OC	-4	21	4	33*	.	2	.	.	13
COC(=O)c1[nH]c2cc(OC)ccc2c1NC(=O)CCN1CCCC(C)(C)C1	-4	3	3	-6	-2	-2	-1	4	5
CS(=O)(=O)c1ccc(C(=O)Nc2ccc(N3CCOCC3)cc2)c(Cl)c1	2	2	3	2	2	-4	1	-10	6
COc1ccc(Nc2nc(N)nc(CSc3n[nH]c(-c4ccccc4)n3)n2)cc1	-2	10	7	-4	1	5	6	-2	0
O=C(/C=C/c1ccc(F)cc1)NCC1(c2ccccc2)CCOCC1	-2	-2	0	-2	-1	-3	7	0	4
COc1cnc(-c2ccccc2)nc1Oc1ccccc1C	4	-16	1	0	5	-2	2	5	8
CCC(=O)Nc1nc2ccccc2n1Cc1ccc(C)cc1	6	14	9	3	-1	1	1	7	-2
CCOc1ccccc1C(=O)Nc1nccs1	-5	4	-1	-1	1	1	-1	2	4
COc1ccc2c(c1)c(C(=O)O)c(C)n2CCc1ccc(OC)c(OC)c1	9	0	9	5	2	0	10	5	7
CC(NC(=O)COC(=O)c1ccc([N+](=O)[O-])s1)c1ccccc1 (centres undefined)	16	15	9	7	-3	-10	3	44*	25*
COc1ccccc1N(CC(=O)N/N=C(\C)c1ccccc1O)S(=O)(=O)c1ccc(C)cc1	12	-46	4	0	-8	5	0	2	5
CCC1CCCCN1CCNC(=O)C1CCN(S(=O)(=O)c2cccc3nsnc23)CC1 (centres undefined)	12	1	-2	0	-1	-3	2	-1	3

Single records, from the list above. Values in the order: PAFAH1B3 FP inh, PREPL inh, PAFAH1B2 FP inh, PAFAH2 FP inh, LYPLA1 counter, PAD4 FP inh, LYPLA2 inh, GSTO1 inh, pPAFAH FP inh
CS(=O)(=O)c1ccc(C(=O)Nc2ccc(N3CCOCC3)cc2)c(Cl)c1 reads 2, 2, 3, 2, 2, -4, 1, -10, 6
CC(NC(=O)COC(=O)c1ccc([N+](=O)[O-])s1)c1ccccc1 (centres undefined) reads 16, 15, 9, 7, -3, -10, 3, 44*, 25*

The list goes on:
structure	PAFAH1B3 FP inh	PREPL inh	PAFAH1B2 FP inh	PAFAH2 FP inh	LYPLA1 counter	PAD4 FP inh	LYPLA2 inh	GSTO1 inh	pPAFAH FP inh
Cc1cccc(C)c1NC(=S)NN(Cc1ccccc1)c1ccccc1	7	17	0	-5	1	8	3	-2	-2
CC(C)C(c1nnnn1Cc1ccco1)N1CCN(c2cccc(Cl)c2)CC1 (centres undefined)	-10	-5	1	-11	-5	-2	1	9	5
COc1ccccc1CNC(=O)c1cc(-c2ccccc2C)n(CC2CC(c3cccc([N+](=O)[O-])c3)=NO2)n1 (centres undefined)	1	-9	3	-3	-3	-3	-7	-6	5
CCCCC1=CC2=CC(=O)C(C)(OC(=O)CC)C(=O)C2=CN1Cc1ccc(OC)cc1 (centres undefined)	0	12	-5	9	0	-12	2	11	1
NS(=O)(=O)c1ccc(CNC(=O)c2cnccn2)cc1	-1	-13	0	6	1	4	2	2	4
CCc1noc(C)c1C(=O)N1CCN(S(=O)(=O)c2cccs2)CC1	4	2	3	-6	-1	2	2	2	2
CCCCn1c(-c2c(Cl)c(C)nn2C)n[nH]c1=S	0	6	3	3	0	1	-4	18	1
Cc1ccc2nc(C)c(C(=O)N/N=C/c3cccs3)cc2c1	7	-8	4	-10	4	-4	-2	-1	3
CC(=O)N1CCC(N(CCN2CCOCC2)C(=S)Nc2ccc(C)cc2C)CC1	4	-8	-1	0	0	2	1	8	2
CCOC(=O)N1N=C(C)CC1(O)c1ccc(Cl)cc1 (centres undefined)	5	8	-3	-9	1	-1	0	0	0
Cc1ccc(-c2onc3ccc(Br)cc23)cc1	7	-6	5	9	2	3	3	-7	-1
CCOc1cccc(C2/C(=C(/O)c3ccc4c(c3)CC(C)O4)C(=O)C(=O)N2CCN2CCOCC2)c1 (centres undefined)	7	5	-2	2	-2	-2	-7	2	3
c1ccc2c(c1)CCN(c1nc3cc4c(cc3s1)OCO4)C2	11	31	1	0	-2	0	-5	8	0
O=CNCCc1nc2ccccc2n1CCc1ccccc1	0	-6	1	2	0	0	0	0	1
Cc1nonc1C(=O)N/N=C/c1ccncc1	4	9	-2	-1	5	-1	13	2	-6
COC(=O)c1cncc(O)c1	5	-2	-3	2	-1	-1	4	-5	-4
FC(F)(F)c1cccc(-n2c(Cn3nnc4ccccc43)n[nH]c2=S)c1	.	3	.	.	-3	2	-8	9	-2
COc1ccc(CCNc2oc(-c3ccc(OC)c(OC)c3)nc2C#N)cc1	2	42	1	3	-2	1	3	-8	9
O=[N+]([O-])c1ccc(/C=N/NC2=NS(=O)(=O)c3ccccc32)cc1	-5	1	4	6	0	-5	7	1	6
Cc1cccc([C@@H]2[C@@H]3C(=O)N(Cc4ccccc4)C(=O)[C@@H]3[C@]3(C)C(=O)N(c4ccc(Br)cc4)C(=O)N23)c1	6	14	4	-4	-7	6	-3	9	3
